# OX1R antag: OX1R (HCRTR1) antagonists, primary screen, fluorescence, CHO/OX1R cells, Fluo-8 calcium, orexin A | Fluo-8 calcium fluorescence | Orexin/Hypocretin receptor type 1 (Homo sapiens), O43613 | 330,000 tested, 0.43% active | inhibition, % at 5 µM;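 active means inhibition above its plate's threshold, mean inhibition of all tested compounds on the plate plus 3 SD, cut at about 37% in these data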;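 further: 0% = orexin A challenge wells and 100% = SB-334867-A antagonist wells; not every result past the cut was called active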
# Target sequence (O43613 whole entry, looked up): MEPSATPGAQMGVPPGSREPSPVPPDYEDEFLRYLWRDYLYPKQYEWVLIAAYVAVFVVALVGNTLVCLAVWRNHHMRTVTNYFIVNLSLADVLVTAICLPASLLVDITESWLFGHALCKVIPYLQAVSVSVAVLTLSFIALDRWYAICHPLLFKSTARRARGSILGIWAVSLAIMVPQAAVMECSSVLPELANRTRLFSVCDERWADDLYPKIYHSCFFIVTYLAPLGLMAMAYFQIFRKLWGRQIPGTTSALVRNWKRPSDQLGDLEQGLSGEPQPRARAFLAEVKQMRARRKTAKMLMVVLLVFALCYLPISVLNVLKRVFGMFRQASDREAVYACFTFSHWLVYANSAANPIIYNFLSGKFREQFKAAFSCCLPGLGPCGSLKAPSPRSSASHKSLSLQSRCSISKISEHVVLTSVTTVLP
# CHT PAM: CHT positive allosteric modulators, primary screen, cell-based, membrane potential dye, choline EC20 | High affinity choline transporter 1 (Homo sapiens), Q9GZV3 | 310,000 tested, 0.49% active | B-score at 10 µM | CHT-expressing cells; hits give high values; LV-AA mutant CHT in HEK293 cells | AID 488977, 2010;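 active means initial fluorescence not abnormally high and integrated response B-score, plate-corrected, over 3 SD above library mean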
# Target sequence (Q9GZV3 whole entry, looked up): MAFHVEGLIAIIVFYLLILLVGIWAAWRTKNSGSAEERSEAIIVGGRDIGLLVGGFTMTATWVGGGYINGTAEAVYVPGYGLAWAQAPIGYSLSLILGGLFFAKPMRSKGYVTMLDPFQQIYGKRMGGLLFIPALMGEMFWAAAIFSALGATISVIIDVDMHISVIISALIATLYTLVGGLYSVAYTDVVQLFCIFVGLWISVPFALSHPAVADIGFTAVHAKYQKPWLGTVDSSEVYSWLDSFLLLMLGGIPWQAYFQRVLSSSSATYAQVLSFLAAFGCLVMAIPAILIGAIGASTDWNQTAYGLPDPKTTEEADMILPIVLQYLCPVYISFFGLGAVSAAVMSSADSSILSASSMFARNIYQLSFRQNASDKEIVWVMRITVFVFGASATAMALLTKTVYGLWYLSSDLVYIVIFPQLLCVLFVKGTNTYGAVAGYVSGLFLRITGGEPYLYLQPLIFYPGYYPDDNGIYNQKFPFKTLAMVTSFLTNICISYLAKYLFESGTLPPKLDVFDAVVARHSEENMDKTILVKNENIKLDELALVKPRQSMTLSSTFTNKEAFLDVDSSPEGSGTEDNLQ
# Numbers without * were called inactive; i = inactive; · = not tested or not shown.
SMILES,OX1R antag,CHT PAM
O=C1CCCN1CCC12CC3CC(CC(C3)C1)C2,-8.3,i
CCCC(C(=O)NCC1CCCO1)N(Cc1ccccc1)C(=O)CNS(=O)(=O)c1ccccc1 (stereo not drawn),-36.2,i
CCn1c(CNc2ccc(Cl)cc2)nnc1SCC(=O)NCc1ccccc1,-35.7,i
CC(Cc1cccs1)NC(=O)c1cccc(Cl)c1 (stereo not drawn),-26.0,i
CC(C)Cn1c(N)c(C(=O)COC(=O)C2Cc3ccccc3CN2S(C)(=O)=O)c(=O)n(C)c1=O (stereo not drawn),16.4,·
Cc1ccc(N2CC(C)Cn3c2nc2c3c(=O)n(CC(=O)OCc3ccccc3)c(=O)n2C)cc1C (stereo not drawn),-33.3,i
COC(=O)CSc1nc(SCc2ccccc2Cl)nc2c1CCCC2,-26.7,i
CCN(C(=S)NC(=O)CCc1ccccc1)c1ccccc1,-13.7,i
O=C(Cc1ccc(F)cc1)N1CCC2(CC1)NCCc1[nH]cnc12,6.7,i
Cc1cccc(N2CN(Cc3ccco3)CNC2=S)c1,-7.4,i

# Carrying on:
SMILES,OX1R antag,CHT PAM
O=C1CN(C(=O)COC(=O)c2ccc(Br)o2)c2ccccc2N1,-4.5,·
Cn1c(-c2ccccc2)cnc1NCc1cc2c(cc1[N+](=O)[O-])OCO2,-13.8,i
Cc1cc(C)nc(SCc2nnc(SCC(N)=O)o2)n1,-6.1,i
Cc1ccc(OC(=S)Nc2ccc(O)cc2)cc1,-4.1,i
Cn1cc(/C=C2\SC(=S)N(N3CCOCC3)C2=O)c2ccccc21,1.1,i
COC(=O)c1cc(-c2ccc(Cl)cc2)n(-c2ccc(S(N)(=O)=O)cc2)n1,-5.1,i
COC(=O)C(NC(C)=O)(Nc1ccc(Br)cn1)C(F)(F)F (stereo not drawn),-3.9,i
O=C(NCCc1ccccc1)/C(=C\c1cccc([N+](=O)[O-])c1)NC(=O)c1ccco1,-23.4,i
CN(C)c1ccc(-c2n[nH]c(=S)n2-c2ccccc2)cc1,-1.8,i
O=C(CCC1CCCN(C(=O)c2cccnc2)C1)NCc1ccccc1F (stereo not drawn),-26.2,i

# Other compounds:
SMILES,OX1R antag,CHT PAM
c1ccc2c(N3CCCCC3)nc(N3CCOCC3)nc2c1,-20.5,6.73*
COc1ccc(NC(NC(=O)c2cccnc2)C(Cl)(Cl)Cl)cc1 (stereo not drawn),-23.2,i
CNC(=O)Nc1ccc(Cn2cc(C(F)(F)F)ccc2=O)cc1,-7.8,i
COc1ccc2cc(C(=O)Nc3ccc(S(N)(=O)=O)cc3)sc(=O)c2c1OC,-16.6,i
O=C(CN(C(=O)CNC(=O)c1ccco1)c1ccc(F)cc1)NC1CCCC1,-20.2,i
O=C(CSc1nc2ccc(NC(=O)C3CCCCC3)cc2s1)NCC1CCCO1 (stereo not drawn),-14.5,i
CCc1nnc(NC(=O)CSc2ccc(-c3ccccc3OC)nn2)s1,-29.3,i
C#CCOc1nc2c(c(=O)n(C)c(=O)n2C)n1Cc1ccccc1,-5.9,i
COc1ccc(OC)c(NC(=O)CN2C(=O)COc3ccc(S(=O)(=O)N4CCCC4)cc32)c1,-25.9,i
O=C(c1cc(C2CC2)on1)N1CCCC(N2CCN(c3cccc(C(F)(F)F)c3)CC2)C1 (stereo not drawn),-31.3,i

# Carrying on:
SMILES,OX1R antag,CHT PAM
CCOc1ccc(Cn2c(=O)sc3ccccc32)cc1,-18.1,i
Cc1ccc(CS(=O)(=O)c2cn(CC(=O)N3CCOCC3)c3ccccc23)cc1,-19.7,i
CC(CCc1ccco1)N(C)S(=O)(=O)c1csc(C(N)=O)c1 (stereo not drawn),-15.7,i
Cc1noc(C)c1CSCC(=O)N(C)CC(=O)Nc1ccccc1Cl,-10.5,i
CCC(=O)NC(=S)Nc1c(C)cc(Br)cc1C,1.4,i
CC(C)Cc1nnc(NC(=O)c2cccc(S(=O)(=O)N3CCN(C)CC3)c2)s1,-24.8,i
CCOC(=O)c1[nH]n(-c2ccc(Cl)cc2)c(=O)c1C,-22.0,i
Cc1cc(C)n2nc(SCC(=O)N(CCC#N)c3ccc(F)cc3)nc2n1,0.6,·
CCC(C)[C@H](NC(=O)NCc1cccc(OC)c1)C(=O)O (stereo partly drawn),-5.5,i
Cc1ccc(C(=O)NC(=S)Nc2ccc(CN3CCCCC3)cc2)c(C)c1,-39.6,i

# More entries.
SMILES,OX1R antag,CHT PAM
COc1ccc2[nH]c3c(=S)nc[nH]c3c2c1,3.9,i
Cc1c(NC(=O)C2CCCCN2S(=O)(=O)c2ccc(Cl)cc2)c(=O)n(-c2ccccc2)n1C (stereo not drawn),-13.3,i
COc1ccc(-n2cnc3cc(C(=O)NCCN4CCOCC4)ccc32)cc1,-18.4,i
NNC(=O)CN1C(c2ccccc2Br)=Nc2ccc(Br)cc2C1c1ccccc1 (stereo not drawn),-39.0,i
CC(=O)Oc1ccc(C(=O)Nc2ccccc2C(=O)NCC(C)C)cc1,-0.4,i
COc1cccc(OC)c1C(=O)Nn1c(-c2cccc(C)c2)nc2ccccc2c1=O,-29.2,i
Cn1nccc1C(=O)N1CCCC(N2CCN(c3cccc(C(F)(F)F)c3)CC2)C1 (stereo not drawn),-12.3,i
Cc1cc(-c2ccc(C)c(S(=O)(=O)NCc3cccc(Br)c3)c2)on1,9.0,i
CNC(=S)Nc1ccc([N+](=O)[O-])cc1,13.0,i
CCOC(=O)C1(Cc2ccccc2)CCCN(Cc2ccccn2)C1 (stereo not drawn),-1.4,i

# Other records follow:
SMILES,OX1R antag,CHT PAM
CC1CCc2nn(CC(=O)NCCCN3CCCC3=O)cc2C1 (stereo not drawn),-11.9,i
COC(=O)[C@]1(Cc2ccccc2)N[C@H](CN(C)C(=O)Nc2ccc(OC)cc2)[C@@H]2C(=O)N(C)C(=O)[C@@H]21,-11.1,·
COC(=O)c1ccc(CNC(=O)c2ccc(COc3ccccc3)cc2)cc1,-24.1,i
Cc1cccc(C(=O)OCC(=O)NCCCc2ccccc2)c1O,-17.5,i
CC1(C2CC(C(F)(F)F)n3nc(C(=O)O)cc3N2)CC1 (stereo not drawn),2.5,i
Nn1c(SCC(=O)NC2CCS(=O)(=O)C2)nnc1-c1ccco1 (stereo not drawn),6.1,·
Cn1cnnc1Sc1ccc(C(=O)NCCC(c2ccccc2)c2ccccc2)cc1[N+](=O)[O-],-29.1,i
O=C(N/N=C\c1cn(-c2ccccc2)nc1-c1ccccc1)c1ccc2c(c1)OCO2,-4.6,i
O=C(Nc1ccc(F)cc1)N1CCC(c2nc3c(nnn3Cc3cccc(Cl)c3)c(=O)[nH]2)CC1,-21.5,i
O=C(O)C1CC=CCC1C(=O)Nc1ccc(Oc2ccc(Cl)cc2)cc1 (stereo not drawn),-6.1,i

# Going on with the list.
SMILES,OX1R antag,CHT PAM
CCOc1ccc(C(O)C(CN2CCOCC2)c2ccccc2)cc1 (stereo not drawn),-24.3,i
CN(Cc1ccccc1)C(NC(=O)c1ccccc1)C(Cl)(Cl)Cl (stereo not drawn),-0.7,i
Cc1cccc(/C=C/C(=O)c2ccc(N3CCOCC3)cc2)c1,-5.6,i
O=C(Nn1c(-c2ccc(Br)cc2)nc2ccccc2c1=O)c1cccnc1,-19.3,i
CC1CC(C)CN(S(=O)(=O)c2ccc(F)c(C(=O)Nc3ccc(Cl)cc3F)c2)C1 (stereo not drawn),-16.5,i
Cn1nccc1C(=O)Nc1ccc(OC(=O)c2ccnn2C)cc1,-3.0,i
Cc1ccc(C(=O)N2CCC3(CC2)Oc2ccc(Cl)cc2C(=O)C32CC(c3ccc(Cl)cc3)=NO2)s1 (stereo not drawn),4.2,i
Cn1cccc1C(=O)OCC(=O)NCc1ccc2c(c1)OCO2,-11.4,·
O=c1c2ccccc2nnn1CSc1nc2cc(Cl)ccc2c(=O)n1Cc1ccco1,-14.0,i
Cc1ccc(N2C(=O)c3ccccc3C2=O)nc1,-20.9,i

# Next part.
SMILES,OX1R antag,CHT PAM
COc1ccc(CNC(=O)c2cc(C3CC3)nc3c2cnn3C(C)C)cc1,-32.5,·
Oc1ccc(/C(Cc2ccccn2)=N\Nc2ccccc2)c(O)c1,-10.6,i
CCOc1cc(/C=N/NC(=O)c2ccccc2-n2cccc2)ccc1O,-11.2,·
CC(C)(C)Nc1nc(Cl)nc(NC(C)(C)C)n1,-17.5,i
CCOc1ccccc1C(=O)n1nc2nc(C)cc(C)c2c1N,6.5,i
CC(=O)c1c(C)[nH]c(C(=O)CSc2nc3ccccc3c(=O)n2CCCN2CCOCC2)c1C,-29.3,i
COc1ccc(N2CCN(C3CCCN(C(=O)CN4CCCC4=O)C3)CC2)cc1 (stereo not drawn),-19.3,i
O=C(NC1CCCCC1)C1CC(=O)N(CCc2ccccc2)C1 (stereo not drawn),3.4,i
CC(=Nc1cc(C(=O)c2ccccc2)ccc1N)C1=C(O)CC(C)(C)CC1=O,-14.1,i
COc1ccc(Nc2cc(Nc3cccc(OC)c3)ncn2)cc1,-21.9,i

# New compounds follow
SMILES,OX1R antag,CHT PAM
O=C(O)Cc1ccc(NC(=O)Cc2ccc3ccccc3c2)cc1,·,i
COc1ccc(Sc2nc(-c3ccccn3)ncc2OC)cc1,-25.2,i
C=CCn1c(-c2ccccc2)n[nH]c1=S,-15.5,i
CCN(C(=O)COc1ccc2ccc(=O)oc2c1)C1CCCCC1,-0.6,·
C=CCNC(=O)NC(=O)COC(=O)c1ccccc1Sc1ccc(C(F)(F)F)cc1[N+](=O)[O-],-6.5,i
Cc1cc(Nc2ccccc2F)n2ncnc2n1,-9.9,i
Cc1nc(SCC(C)C)[nH]c(=O)c1Cc1ccccc1,-9.3,i
CCOC(=O)c1c(N2C(=O)Nc3ccccc3N2O)sc2c1CCCC2,-19.9,i
CN(C)C(CNC(C(=O)Nc1ccc(F)cc1)c1ccccc1)c1ccccc1 (stereo not drawn),-41.0,i
COc1ccc(-c2nnc(N(C)C(=O)C3CCOC3)s2)cc1 (stereo not drawn),-6.4,i

# Next part.
SMILES,OX1R antag,CHT PAM
CN(CCOc1ccccc1)CC(=O)Nc1ccc([N+](=O)[O-])cc1Cl,-20.4,i
Cn1c(CCN2CCCC2)nc2cc(NS(=O)(=O)c3ccc(Cl)cc3)ccc21,-8.6,i
COc1ccc(C2CCCN2C(=O)Nc2cccc(C(C)=O)c2)cc1OC (stereo not drawn),-8.6,i
CN(Cc1ccccc1)C(=O)c1ccc(NC(=O)Cc2cccc(NC(=O)C3CCN(C(=O)C4CCC4)CC3)c2)cc1,-7.2,·
CCn1c(=O)cc(OCC(=O)NCCc2cccc(C)c2)c2ccccc21,-26.4,i
CCN1CCN(C(c2cccs2)C(C)NC(=S)Nc2cccc(C)c2C)CC1 (stereo not drawn),-13.8,i
Cc1ccc(S(=O)(=O)Nc2cc(C(=O)N3CCOCC3)ccc2N2CCCCC2)cc1,-26.4,i
Cc1ccc(Cl)cc1-n1c(=O)cc(N2CCN(C(=O)c3ccco3)CC2)[nH]c1=O,-1.9,i
COc1c2occc2c(OC)c2c(=O)cc(C(F)(F)F)oc12,-12.8,i
Cc1oc2cc([N+](=O)[O-])c(O)c([N+](=O)[O-])c2c1C(=O)c1ccc(Br)cc1,-7.8,i

# Other results follow.
SMILES,OX1R antag,CHT PAM
O=C(Nc1ccc(NC(=O)c2ccco2)c(Cl)c1)c1ccc2c(c1)OCCO2,-5.4,i
COc1cc(C)c(Cl)cc1S(=O)(=O)NCC1CCCO1 (stereo not drawn),-13.4,i
Cc1c(C(=O)Cc2ccccc2)n(C)c2ccccc12,-18.5,i
COc1ccc(OC)c(C(=O)c2ccc(C(=O)O)cc2)c1,-4.5,i
COc1ccc(NS(=O)(=O)c2ccc3c(c2)CCO3)cc1,-17.0,i
COc1ccccc1N1C(=O)C2CC(C)=C(C)CC2C1=O (stereo not drawn),-7.8,i
COC(=O)c1ccc(NC(=O)CN2CCN(c3ccc(Cl)cc3)CC2)cc1,-2.0,i
COc1ccc2ccccc2c1CN1CCCC(CO)C1 (stereo not drawn),-4.4,i
Cc1ccc2ccc3cccnc3c2n1,-11.3,6.88*
C[C@@H](C(=O)CC(=O)OC(C)(C)C)[C@@H](O)c1ccccc1,5.6,i

# (listing goes on)
SMILES,OX1R antag,CHT PAM
COC(=O)C(C(=O)OC)c1ccc(-n2cccc2)cc1,-10.4,i
CCOC(=O)c1ccc(NC(=O)COc2ccc(S(=O)(=O)N3CCCC3)cc2)cc1,-40.8,i
O=C(Nc1ccc(Oc2ccc(NC(=O)c3ccco3)c(NC(=O)c3ccco3)c2)cc1)c1ccco1,-9.2,i
CCN(CC)c1nc(-c2cccc(OC)c2O)nc2ccccc12,-10.8,i
COc1ccc(N2CCN(C(=O)CSc3nnc(-c4cc5ccccc5cc4O)n3C)CC2)cc1,-10.3,i
CC[C@]12c3[nH]c4cc(CCC(=O)N(C)C)ccc4c3CCN1C(=O)[C@@H](CC(=O)NCc1ccc(OC)c(OC)c1)C[C@@H]2C(=O)N1CCN(C(=O)c2ccco2)CC1,-14.7,·
CN(C(=O)c1cccnc1)c1nc(-c2ccccc2)cs1,13.5,i

# Compounds shown so far that have a thiophene ring, fused or not, in the order listed:
SMILES,OX1R antag,CHT PAM
CC(Cc1cccs1)NC(=O)c1cccc(Cl)c1 (stereo not drawn),-26.0,i
CC(CCc1ccco1)N(C)S(=O)(=O)c1csc(C(N)=O)c1 (stereo not drawn),-15.7,i
Cc1ccc(C(=O)N2CCC3(CC2)Oc2ccc(Cl)cc2C(=O)C32CC(c3ccc(Cl)cc3)=NO2)s1 (stereo not drawn),4.2,i
CCOC(=O)c1c(N2C(=O)Nc3ccccc3N2O)sc2c1CCCC2,-19.9,i
CCN1CCN(C(c2cccs2)C(C)NC(=S)Nc2cccc(C)c2C)CC1 (stereo not drawn),-13.8,i

# Compound activity as filed in PubChem.
